# Screens from PubChem.
# JMJD2C inh – inhibitors of GASC-1 histone demethylase, primary screen, biochemical, fluorescence, DELFIA europium; Lysine-specific demethylase 4C (Homo sapiens), Q9H3R0; GST-JMJD2C(1-420) H3K9me3 demethylation; inhibition, % at 2.35 µM; hit rate 0.069% among 330,000; AID 2099, 2009;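 active = more than half of a compound's replicate wells show inhibition beyond 50%, single wells judged on their own value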;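 note: signal counts dimethyl H3K9 product captured on neutravidin plate; 0% = median of DMSO wells and 100% = 0.3 times that DMSO median; strong numbers were not always called active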
# TPT1 inhibitor – Candida albicans TPT1 enzyme inhibitors, primary screen, biochemical, fluorescence polarization; recombinant caTPT1, FP RNA substrate dephosphorylation; inhibition, % at 5 µM; tRNA 2'-phosphotransferase TPT1 (Candida albicans SC5314); hit rate 0.81% among 300,000;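 active = inhibition above the mean of all tested compounds plus 3 SD, set per screening campaign, cut at about 24% in these data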;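 note: plate controls were DMSO alone for no effect and ferristatin control at 100 nM for full effect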
# PP1 counter – PP1-alpha phosphatase inhibitors, primary screen, counter-screen for PP5 inhibitor project, biochemical, fluorescence, OMFP substrate, single point; purified PP1alpha; inhibition, % at 6.7 µM; hit rate 0.9% among 320,000; AID 2235, 2010;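 active = inhibition above the mean inhibition of all tested compounds plus 3 SD, computed separately for each screening campaign, cut at about 15% in these data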
# HCV core dimer – inhibitors of HCV core protein dimerization, primary screen, biochemical, TR-FRET, high-throughput; TR-FRET GST/Flag-core106 dimerization, 1536-well; inhibition, % at 5 µM; hit rate 0.33% among 300,000; AID 1899, 2009;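 active = inhibition above the mean of all tested compounds plus 3 SD, set per screening campaign, cut at about 45% in these data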
#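 assay system = GST-tagged and Flag-tagged HCV core protein residues 1-106 | controls = unlabelled core106 and no-GST-core106 wells | incubation = compound-protein-antibody incubation 4 h at 22.5 °C | probe or stimulus = Eu donor and XL665 acceptor anti-tag antibodies | read-out = % inhibition based on acceptor/donor emission ratio | signal = TR-FRET 671 and 617 nm emission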
# proCasp3 act – activators of human procaspase-3 D3A mutant, primary screen, biochemical, absorbance, PC-3 D3A mutant, single concentration; Caspase-3 (Homo sapiens), P42574; recombinant procaspase-3 D3A, Ac-DEVD-pNA absorbance 405 nm; activation, % at 8.5 µM; hit rate 0.11% among 330,000;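 active = activation above the mean of all tested compounds plus 3 SD, cut at about 21% in these data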;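 note: 0% = DMSO alone and 100% = DMSO wells spiked with extra 5 µM PC-3 D3A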
# Target sequence (P42574 whole entry D9A/D28A/D175A): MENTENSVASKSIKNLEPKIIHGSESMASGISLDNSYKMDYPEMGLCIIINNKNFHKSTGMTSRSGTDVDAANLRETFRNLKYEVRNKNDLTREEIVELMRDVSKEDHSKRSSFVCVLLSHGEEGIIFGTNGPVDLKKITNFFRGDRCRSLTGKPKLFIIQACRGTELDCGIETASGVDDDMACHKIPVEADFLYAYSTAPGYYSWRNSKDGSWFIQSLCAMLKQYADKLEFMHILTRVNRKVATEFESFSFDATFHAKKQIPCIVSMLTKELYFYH
#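 Assay system: Autoprocessing-dead procaspase-3 D3A mutant enzyme; also added: Ac-DEVD-pNA; doses: one concentration, 8.5 µM nominal, 0.8% DMSO; times: 1 h compound preincubation, 2 h substrate hydrolysis at 25 °C; technique: 405 nm absorbance of p-nitroaniline, reads at 0 and 120 min; measure: % activation between DMSO and enzyme-spiked controls; repeats: single replicate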
# Efflux pump mplx – inhibitors of Candida efflux pumps in yeast, primary screen, S. cerevisiae, Nile Red, multiplex | S. cerevisiae Candida pump triplex | inhibition, % at 10 µM | hit rate 0.44% among 330,000 | AID 485275, 2010;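 active = plate passing quality check with inhibition over a set limit, or well fluorescence over plate mean plus 4 SD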;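 note: Nile Red retained in pooled yeast measured as flow cytometry median fluorescence; 0% = buffer negative control and 100% = Enniatin B positive control; higher means more Nile Red kept so more efflux inhibition; some compounds called inactive have numbers as strong as hits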
# PP5 inh – PP5 phosphatase inhibitors, primary screen, biochemical, fluorescence; AID 1987, 2009; purified PP5c, OMFP substrate fluorescence; Serine/threonine-protein phosphatase 5 (Homo sapiens), P53041; inhibition, % at 6.7 µM; hit rate 0.18% among 320,000;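 active = inhibition above the campaign's mean inhibition across all tested compounds plus 3 SD, cut at about 9.5% in these data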;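 note: 0% = DMSO only and 100% = 100 µM cantharidin control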
# Target sequence (P53041 whole entry, looked up): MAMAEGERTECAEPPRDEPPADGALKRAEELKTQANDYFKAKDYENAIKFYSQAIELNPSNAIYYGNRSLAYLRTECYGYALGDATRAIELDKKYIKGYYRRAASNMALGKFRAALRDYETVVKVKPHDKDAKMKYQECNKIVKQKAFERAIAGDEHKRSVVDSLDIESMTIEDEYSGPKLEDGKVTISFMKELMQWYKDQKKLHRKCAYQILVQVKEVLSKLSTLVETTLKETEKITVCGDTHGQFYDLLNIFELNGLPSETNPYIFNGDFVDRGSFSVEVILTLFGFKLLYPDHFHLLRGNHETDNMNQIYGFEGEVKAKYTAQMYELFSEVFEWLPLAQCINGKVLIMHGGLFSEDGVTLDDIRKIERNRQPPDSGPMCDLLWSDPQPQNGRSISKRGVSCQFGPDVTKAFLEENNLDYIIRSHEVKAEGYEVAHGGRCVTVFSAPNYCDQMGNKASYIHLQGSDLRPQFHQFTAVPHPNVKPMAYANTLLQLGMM
# procasp7 counter – procaspase-7 activators, primary screen, counter-screen for procaspase-3 activator project, biochemical, absorbance, HTS, human. AID 463210, 2010. recombinant procaspase-7, Ac-DEVD-pNA absorbance 405 nm; D23A/D198A/D206A triple mutant, cannot self-cleave; scale: DMSO 0, 5 µM enzyme 100. hit rate 0.093% among 330,000. activation, % at 8.5 µM;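 active = percent activation above the screen-wide mean plus 3 SD, cut at about 25% in these data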
# Target sequence (P55210 whole entry D23A/D198A/D206A): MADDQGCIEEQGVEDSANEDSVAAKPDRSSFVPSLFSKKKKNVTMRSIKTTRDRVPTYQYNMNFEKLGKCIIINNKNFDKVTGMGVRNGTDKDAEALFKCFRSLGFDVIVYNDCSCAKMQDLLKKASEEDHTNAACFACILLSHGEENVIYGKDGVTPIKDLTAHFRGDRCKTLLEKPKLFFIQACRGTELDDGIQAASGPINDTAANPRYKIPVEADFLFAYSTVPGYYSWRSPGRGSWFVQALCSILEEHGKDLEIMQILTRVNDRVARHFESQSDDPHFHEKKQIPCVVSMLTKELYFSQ
#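 Assay system: Uncleavable procaspase-7 mutant enzyme / Input: 2 µM procaspase-7 mutant as dispensed / Dosing: single nominal 8.5 µM compound dose, 0.8% DMSO final / Timing: 1 h enzyme–compound preincubation and 2 h substrate reaction, both 25 °C / Detection: p-Nitroaniline absorbance at 405 nm, read at 0 and 120 min / Replication: singlicate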
# CTSL1 counter – Fasciola hepatica cathepsin L1 inhibitors, primary screen, counter-screen for PFM18AAP inhibitor project, biochemical, QFRET, fluorogenic peptide substrate; recombinant F. hepatica cathepsin L1, Z-Leu-Arg-MCA fluorescence; inhibition, % at 5.96 µM; hit rate 0.49% among 300,000; AID 1906, 2009;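 active = inhibition above the mean of all tested compounds plus 3 SD, set per screening campaign, cut at about 17% in these data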;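 note: 0% = plate median of test compound wells and 100% = 1 µM Z-Phe-Ala-diazomethylketone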
# * = called active by the depositor; · = not tested or not shown.
SMILES,JMJD2C inh,TPT1 inhibitor,PP1 counter,HCV core dimer,proCasp3 act,Efflux pump mplx,PP5 inh,procasp7 counter,CTSL1 counter
CCOC(=O)N1CCN(C(=O)C2CCCN(S(=O)(=O)c3ccc(C)cc3)C2)CC1 (stereo unspecified),1,2,-3,3,13,-0.1,2.0,-3,-1
Cc1cc(C)c2nc(N3C(=O)C(O)=C(C(=O)c4ccco4)C3c3cccc(O)c3)sc2c1 (stereo unspecified),-3,·,34*,·,-2,-0.1,2.5,-27,·
CCNC(=O)c1ccccc1-c1nc(-c2ccccc2OC)no1,10,1,-3,-2,-9,0.0,-1.7,8,-2
CC(=O)c1cc2c(cc1NC(=O)c1ccc(Cl)cc1)OCCO2,0,3,-3,4,0,0.0,2.0,0,-1
O=C(Nc1ccc2c(c1)OCO2)c1cc(-c2ccc(O)cc2)on1,-6,2,2,4,-2,-0.1,-0.7,-4,5
COc1cccc(OCC(=O)Nc2ccccc2C(=O)Nc2ccc(C(=O)O)cc2)c1,-17,1,-2,-26,-3,1.5,0.4,-1,0
COc1ccc(C(C)NC(=O)C2C(=O)NC3(C)CC2c2ccccc2O3)cc1 (stereo unspecified),-5,0,-2,1,11,0.0,-0.8,-8,-1
Cc1ccc(C)c(OCC(=O)NNC(=O)CCN2CCN(c3ccccc3)CC2)c1,8,·,-4,·,2,0.0,-0.8,2,·
CC(C)Cc1nnc(NC(=O)CCC(=O)N2CCN(Cc3ccc(F)cc3)CC2)s1,7,0,1,-2,-2,0.1,1.2,-6,-1
N#C/C(N=Nc1ccccc1O)=N\Nc1ccccc1O,87*,16,2,-56,-7,0.2,0.9,-20,34*
O=C(CCN1C(=O)CSc2ccccc21)Nc1ccc(C(F)(F)F)cc1,-16,·,0,·,6,0.8,7.6,-5,·
O=C(c1ccc(F)cc1)C1CCN(C(=S)Nc2ccccc2Cl)CC1,3,-5,0,2,-2,0.0,0.6,-5,-1
CCOC(=O)CC(C(=O)OCC)P(=O)(c1ccccc1)c1ccccc1 (stereo unspecified),-4,3,-3,-1,8,-0.1,-2.4,-6,-5
Cc1ccccc1C1CC(c2ccccc2OC(F)F)Nc2ncnn21 (stereo unspecified),4,1,15,5,0,0.2,0.9,3,-1
Cc1ccc(SC(=O)COc2ccc(C)c(C)c2)cc1,6,-3,-2,5,2,0.0,3.4,3,-14
O=C(COC(=O)CNC(=O)C1CCCCC1)NCc1ccc(Cl)cc1,8,·,·,·,2,0.2,·,-1,·
C=CC[N+]1(CC#CCOC(c2ccccc2)c2ccccc2)CCOCC1,9,-2,-2,-1,4,-0.1,0.5,-8,2
CCOC(=O)c1cn(CC(=O)Nc2ccc(OC)cc2OC)nn1,4,-7,2,-7,3,0.1,0.5,7,3
COc1ccccc1-c1nc2n(n1)C(c1ccc(Cl)cc1)C(C(N)=O)=C(C)N2 (stereo unspecified),6,-4,0,-10,2,-0.2,1.5,6,0
Cc1cccc(CCNC(=O)C2CCCN(S(=O)(=O)c3cccc4nsnc34)C2)c1 (stereo unspecified),22,-2,-3,5,-8,0.1,2.7,-2,2
Cc1ccnc(Nc2nc3ccccc3o2)n1,-4,0,4,-5,4,0.0,2.5,-3,-2
COc1cccc(CC(=O)Nc2nc(-c3ccc(F)c(F)c3)cs2)c1,16,-2,0,2,-1,0.0,4.4,-7,-2
COc1ccc2c(c1)cc1n2CCN=C1N,1,-2,0,-4,-1,-0.1,2.0,0,-1
OC1(c2ccccn2)COc2ccccc2O1 (stereo unspecified),-4,1,-3,-4,7,-0.2,2.8,8,-7
O=[N+]([O-])c1ccc(CNC2CCCc3ccccc32)cc1 (stereo unspecified),3,0,0,-1,-1,0.1,3.5,-1,0

# Reformatted bar-delimited: 9 of the compounds above.
Compound | JMJD2C inh | TPT1 inhibitor | PP1 counter | HCV core dimer | proCasp3 act | Efflux pump mplx | PP5 inh | procasp7 counter | CTSL1 counter
CCOC(=O)N1CCN(C(=O)C2CCCN(S(=O)(=O)c3ccc(C)cc3)C2)CC1 (stereo unspecified) | 1 | 2 | -3 | 3 | 13 | -0.1 | 2.0 | -3 | -1
Cc1cc(C)c2nc(N3C(=O)C(O)=C(C(=O)c4ccco4)C3c3cccc(O)c3)sc2c1 (stereo unspecified) | -3 | · | 34* | · | -2 | -0.1 | 2.5 | -27 | ·
CCNC(=O)c1ccccc1-c1nc(-c2ccccc2OC)no1 | 10 | 1 | -3 | -2 | -9 | 0.0 | -1.7 | 8 | -2
CC(=O)c1cc2c(cc1NC(=O)c1ccc(Cl)cc1)OCCO2 | 0 | 3 | -3 | 4 | 0 | 0.0 | 2.0 | 0 | -1
O=C(Nc1ccc2c(c1)OCO2)c1cc(-c2ccc(O)cc2)on1 | -6 | 2 | 2 | 4 | -2 | -0.1 | -0.7 | -4 | 5
COc1cccc(OCC(=O)Nc2ccccc2C(=O)Nc2ccc(C(=O)O)cc2)c1 | -17 | 1 | -2 | -26 | -3 | 1.5 | 0.4 | -1 | 0
COc1ccc(C(C)NC(=O)C2C(=O)NC3(C)CC2c2ccccc2O3)cc1 (stereo unspecified) | -5 | 0 | -2 | 1 | 11 | 0.0 | -0.8 | -8 | -1
Cc1ccc(C)c(OCC(=O)NNC(=O)CCN2CCN(c3ccccc3)CC2)c1 | 8 | · | -4 | · | 2 | 0.0 | -0.8 | 2 | ·
CC(C)Cc1nnc(NC(=O)CCC(=O)N2CCN(Cc3ccc(F)cc3)CC2)s1 | 7 | 0 | 1 | -2 | -2 | 0.1 | 1.2 | -6 | -1

# More results:
SMILES,JMJD2C inh,TPT1 inhibitor,PP1 counter,HCV core dimer,proCasp3 act,Efflux pump mplx,PP5 inh,procasp7 counter,CTSL1 counter
COc1ccccc1OCCOc1ccc(/C=N/n2cnnc2)cc1,2,-4,1,-2,3,0.0,0.1,-2,-1
O=c1c2c3c(sc2n(CCN2CCOCC2)c(=O)n1Cc1ccco1)CCCCC3,-7,3,1,3,-5,0.1,5.8,6,2
COc1ccc(CN(C(=O)CCC(=O)Nc2cc(C)on2)C(C(=O)NC(C)(C)C)c2cccc(OC)c2OC)cc1 (stereo unspecified),-1,1,1,3,3,-0.1,-0.5,2,2
CSc1ccc(C(=O)C2CCCN(C(=O)c3cccc(N4CCOCC4)c3)C2)cc1 (stereo unspecified),-4,1,0,7,0,-0.2,-0.8,2,3
CNC(=S)Nc1cc(S(=O)(=O)Nc2cc(Cl)ccc2Cl)ccc1N1CCCC1,11,-1,7,-5,-8,0.6,1.1,-9,7
Cc1ccc2c(Cl)c(C(=O)Nc3ccc4c(c3)OCO4)sc2c1,6,1,6,-14,3,0.1,-0.9,1,5
O=C(NCC(c1ccc(F)cc1)N1CCOCC1)c1ccc(-c2ccccc2)cc1 (stereo unspecified),7,·,·,·,4,0.2,·,3,·
CC(C)CCN1C(=O)CCC1(C)C(=O)NC1CCCCCC1 (stereo unspecified),-9,1,-1,2,-1,-1.0,-2.5,-3,0
O=C(c1cccc(S(=O)(=O)NCc2ccccc2)c1)N1CCN(c2ccc(F)cc2)CC1,10,·,-2,·,-1,-0.3,-1.0,10,·
CCCN1CCN(C2CCCCC2NS(=O)(=O)c2ccccc2)CC1 (stereo unspecified),-17,-5,0,-1,7,0.0,-0.2,14,3
O=C(Cc1n[nH]c(=O)c2ccccc12)N/N=C/c1cc2c(cc1Cl)OCO2,-1,-3,0,-11,2,-0.1,1.7,-2,2
CC(=O)Nc1ccc(-n2cnnn2)cc1,3,-1,0,3,2,-0.1,-0.4,11,0
COc1ccc(OCc2n[nH]c(=S)o2)cc1,3,-2,-2,-2,-9,0.0,-0.3,-5,-1
C=CCNC(=O)c1cc2c(=O)n3cccc(C)c3nc2s1,-15,0,1,-3,-1,-0.1,0.6,1,4
CCCCC(=O)Nc1cccc(NC(=S)NC(=O)C(C)C)c1,5,0,-2,-2,3,0.0,0.1,5,-3
Cc1cc(Cl)ccc1NC(=S)NCc1ccc(S(N)(=O)=O)cc1,12,-2,-2,-3,-10,0.5,-0.3,-6,-2
CN(C)S(=O)(=O)c1ccc(NC(=O)CCNC(=O)c2ccc([N+](=O)[O-])cc2)cc1,1,-6,-4,-2,-1,0.2,0.4,-2,-2
COC(=O)C1=C(N)Oc2c(oc(CO)cc2=O)C1c1ccc(F)cc1 (stereo unspecified),16,-1,-4,-2,-3,0.3,2.0,6,-2
Cc1ccc(NC(=O)COC(=O)Cn2cnc3ccccc32)c([N+](=O)[O-])c1,-1,0,2,-1,-6,-0.2,2.0,-8,3
CN(CCOc1ccc(Cl)cc1)C(=O)c1cc([N+](=O)[O-])ccc1N1CCOCC1,-12,-4,-2,-5,-14,-0.1,-0.5,-3,4
CN(C)c1ccc(CN(C(=O)/C=C/c2ccco2)C2CCS(=O)(=O)C2)cc1 (stereo unspecified),7,1,2,-2,2,0.0,2.1,-1,4
Cc1cc(O)cc(O)c1C(=O)Cc1cnn(-c2ccccc2)c1,-43,-1,1,5,13,0.0,3.0,2,-9
O=C(COc1cc2oc(=O)c3c(c2cc1Cl)CCCC3)NCc1cccnc1,78,-1,-6,-1,2,-0.1,0.0,0,11
CCCCn1c(CCCNC(=O)c2ccco2)nc2ccccc21,11,-1,-1,16,7,0.0,0.2,13,1
CCc1nnc(NS(=O)(=O)c2ccc(N/C=C\C(=O)c3ccc(F)cc3)cc2)s1,9,0,2,20,2,-0.1,1.2,5,0
COc1cccc(N2C(=O)[C@H]3C(C(=O)c4cnccn4)=NN[C@H]3C2=O)c1,-3,-3,1,3,-13,0.2,0.8,-4,0
O=C(c1ccc(C(F)(F)F)cc1)C1CCCN(C(=O)CCc2ccncc2)C1 (stereo unspecified),-1,4,-1,-8,-2,0.3,1.7,5,-2
CCOC(=O)C1CCN(c2c(NCCCN(C)C3CCCCC3)c(=O)c2=O)CC1,9,-3,0,-1,8,-0.2,0.9,10,0
CCC(C)C(=O)Nc1ccc(OC)cc1[N+](=O)[O-] (stereo unspecified),-2,-3,-4,-1,-6,0.2,3.7,3,-3
